Source: PubChem BioAssay (several laboratories)
eLon inh: inhibits E. coli Lon protease | P0A9M0 | purified E. coli Lon protease, fluorescence polarization | inhibition, % at 7.94 µM | 360,000 tested, 0.42% active; in the data active means inhibition above about 13%, passing the limit was not always enough;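 further: 0% = enzyme with probe and DMSO and 100% = no enzyme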
MLLE-PAM2 inh: inhibitors of microRNA-mediated deadenylation, human PABP1 MLLE binding | 360,000 tested, 0.36% active | inhibition, % at 20 µM | GST-MLLE / FITC-PAM2 fluorescence polarization | AID 588489; in the data active means inhibition above about 35%, passing the limit was not always enough;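 further: plate controls were DMSO wells with GST-MLLE for no effect and wells lacking GST-MLLE protein for full effect; some results filed as inactive read as strong as hits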
Target sequence (P11940 whole entry, looked up): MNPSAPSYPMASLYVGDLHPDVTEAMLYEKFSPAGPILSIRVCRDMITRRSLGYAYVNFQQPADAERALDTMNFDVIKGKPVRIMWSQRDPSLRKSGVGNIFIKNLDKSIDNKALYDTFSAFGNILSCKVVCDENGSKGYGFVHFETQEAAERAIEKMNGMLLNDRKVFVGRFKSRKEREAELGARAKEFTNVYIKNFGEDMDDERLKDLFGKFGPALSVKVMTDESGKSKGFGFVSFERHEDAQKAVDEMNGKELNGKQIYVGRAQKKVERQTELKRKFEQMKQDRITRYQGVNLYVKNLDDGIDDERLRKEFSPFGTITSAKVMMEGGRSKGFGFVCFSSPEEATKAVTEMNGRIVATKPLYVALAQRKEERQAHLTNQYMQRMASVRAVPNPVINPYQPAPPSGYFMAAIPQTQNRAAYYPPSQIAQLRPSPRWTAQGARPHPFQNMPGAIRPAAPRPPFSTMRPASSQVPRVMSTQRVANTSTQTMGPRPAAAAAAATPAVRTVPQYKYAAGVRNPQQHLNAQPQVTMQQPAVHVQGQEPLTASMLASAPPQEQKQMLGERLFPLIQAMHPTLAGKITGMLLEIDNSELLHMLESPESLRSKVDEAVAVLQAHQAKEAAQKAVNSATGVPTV
FAS TE block: inhibitors of human fatty acid synthase thioesterase domain | recombinant FAS-TE, OMFH fluorogenic substrate, fluorescence endpoint | inhibition, % at 15 µM | 360,000 tested, 0.67% active | P49327;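 active means compounds whose normalised, plate-corrected inhibition of enzyme fluorescence in the single-dose primary screen is 50% or more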;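 further: 0% = DMSO with enzyme and 100% = substrate without enzyme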
bovine MsrA act: activators of bovine methionine sulfoxide reductase A | purified bovine MsrA, absorbance read-out | activation, % at 10.6 µM | 360,000 tested, 0.3% active; in the data active means activation above about 7.5%;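 further: 0% = vehicle and 100% = reference activator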
Tb MetRS inh: blocks T. brucei methionyl-tRNA synthetase activity; inhibition, % at 11.9 µM; purified T. brucei MetRS, ATP depletion, Kinase-Glo luminescence; 360,000 tested, 0.4% active; AID 624268;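 active means inhibition above a per-plate cutoff of the control wells' mean inhibition plus 3 SD, cut at about 5.5% in these data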;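 further: 0% = DMSO wells median and 100% = median of wells with control inhibitor compound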
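Material: parasite MetRS enzyme / Replication: singlicate, one well per compound / Signal: luminescence of leftover ATP / Schedule: 2 h aminoacylation at 25 °C after 15 min preincubation / Medium: HEPES-MgCl2-KCl buffer plus DTT, spermine, BSA, pyrophosphatase / Doses: 11.9 µM single point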
NRP1-CendR mod: NRP-1/CendR interaction modulation. FAM-RPARPAR peptide binding to NRP-1, fluorescence polarization. O14786. inhibition, % at 25 µM. 360,000 tested, 0.85% active;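 active means inhibition or corrected inhibition above about 18%, plus a signal ratio from 0.5 to 1.5, limit read from the data, passing the limit was not always enough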; further: strong numbers were not always called active
SKN-1 block: inhibitors of C. elegans SKN-1; C. elegans VP596 Pgst-4::GFP/RFP ratio, acrylamide-induced, 24 h; inhibition, % at 21.8 µM; 360,000 tested, 0.49% active;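 active means interference check ratio from 0.5 to 1.5 plus GFP to RFP signal ratio inhibition reaching or exceeding a fixed threshold, cut at about 30% in these data, passing the limit was not always enough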; further: some compounds called inactive have numbers as strong as hits
MT1-MMP act inh: inhibitors of human MT1-MMP activation. P50281. GFP/RFP ratio change, % at 20 µM. AID 651647. HT1080 RFP-PRO-GFP cells, GFP/RFP ratio fluorescence, overnight; percent of plate control window, DMSO zero. 360,000 tested, 0.061% active;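 active means GFP/RFP ratio change of at least 30% with cell ATP level not reduced by more than half and red fluorescence within 50% of control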; further: strong numbers were not always called active
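Assay system – RFP-PRO-GFP reporter HT1080 cells · Compound dosing – single dose of 20 µM compound, 1% DMSO final · Incubation – overnight compound exposure at 37 °C · Measure – GFP/RFP fluorescence ratio · Benchmarks – DMSO wells and RFP-L50D-GFP cells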
MsrA inh: inhibitors of bovine MsrA; purified bovine MsrA, absorbance read-out; inhibition, % at 15.5 µM; 360,000 tested, 0.75% active; in the data active means inhibition above about 4.5%;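 further: 0% = vehicle wells with enzyme and 100% = reference inhibitor wells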
The depositor's hits bear a star; / = no result given.

(1) CCC(C)[C@H](NC(=O)Nc1cccc(Cl)c1)C(=O)O (stereo partly specified)
(2) CC(C)OC(=O)c1ccc(NC(=O)C2C3CC4OC(=O)C2C4C3)cc1 (stereo unspecified)
(3) CN(C)S(=O)(=O)c1ccc(NC(=O)COC(=O)C2CC3CCCC(C2)C3=O)cc1 (stereo unspecified)
(4) CCCCn1c(=O)[nH]c(=O)c2c1nc(-c1cc(Br)ccc1OC)n2C
(5) COc1ccc(C2=NO[C@@H]3[C@@H]4C[C@@H]([C@H]5C(=O)N(C)C(=O)[C@@H]45)[C@H]23)cc1
(6) O=C(Nc1ccc(Cc2ccncc2)cc1)c1ccco1
(7) CC(=O)N1CCN(CC(=O)NC(=O)Nc2ccc3c(c2)OCCO3)CC1
(8) CC(C)N(C(=O)[C@H]1CC(CC(=O)NCc2cccc(C(F)(F)F)c2)C(=O)N2CCc3c([nH]c4ccccc34)[C@]12C)C(C)C (stereo partly specified)
(9) O=C(O)C1Nc2c(Cl)cc(Cl)cc2C2C=CCC12 (stereo unspecified)
(10) O=C(CSc1nnc(-c2cccnc2)n1-c1ccccc1)Nc1ccccc1

Compound | 1 | 2 | 3 | 4 | 5 | 6 | 7 | 8 | 9 | 10
eLon inh | -3 | -9 | -2 | 1 | 1 | 3 | -13 | 0 | -12 | -7
MLLE-PAM2 inh | 6 | 7 | -2 | -4 | 6 | -8 | 4 | 7 | -20 | 1
FAS TE block | -5 | -1 | 1 | 9 | -7 | 0 | -6 | 23 | 26 | -2
bovine MsrA act | 5 | -8 | -3 | -1 | -3 | -1 | -3 | 1 | -5 | -2
Tb MetRS inh | -1.0 | -0.9 | 0.8 | 0.2 | 0.8 | -1.1 | -0.2 | -0.2 | -1.2 | -1.2
NRP1-CendR mod | 20* | 5 | -1 | 2 | -6 | -20 | 13 | -5 | -76 | -2
SKN-1 block | -14 | -19 | -4 | -8 | -6 | 7 | 4 | 10 | 7 | -14
MT1-MMP act inh | 9 | -2 | -1 | -4 | 3 | 8 | 8 | -26 | 14 | 12
MsrA inh | 0.9 | -0.1 | 1.3 | 0.3 | -0.1 | -0.3 | 0.0 | 2.4 | / | 0.1

(11) Cc1cc(C(F)(F)F)nn1CC(=O)NCc1cccs1
(12) Cc1ccc(C(c2nnnn2CC2CCCO2)N2CCN(C(=O)c3ccco3)CC2)cc1 (stereo unspecified)
(13) CC1CCN(C(=O)NC(=O)c2ccccc2)CC1
(14) Cc1ccc(-c2cc(N)n(-c3ccc(F)cc3)n2)cc1
(15) CCCSc1nnc(CSc2ncccn2)n1C
(16) O=C(Nc1ccc2c(c1)OCCO2)C(c1ccnc2ccccc12)N1CCC(Cc2ccccc2)CC1 (stereo unspecified)
(17) Cc1c(C(=O)O)oc2ccc(S(=O)(=O)NCc3ccc4c(c3)OCO4)cc12
(18) CCOC(=O)N1CCN(C(=O)CCCCCn2c(=S)[nH]c3ccsc3c2=O)CC1
(19) O=C(Nc1nnc([C@H]2C[C@H](O)[C@@H](CO)O2)s1)NC1CCCCC1
(20) N#CCSc1ncnc2ccccc12

Compound | 11 | 12 | 13 | 14 | 15 | 16 | 17 | 18 | 19 | 20
eLon inh | 3 | -13 | -11 | 3 | 4 | -6 | -1 | 5 | 3 | -10
MLLE-PAM2 inh | 2 | 4 | -4 | 2 | -28 | 7 | -3 | -16 | 10 | 18
FAS TE block | -7 | -10 | -2 | 2 | -4 | 35 | -6 | 0 | -2 | -6
bovine MsrA act | 0 | -1 | -2 | -2 | -4 | -1 | -3 | 4 | 0 | -7
Tb MetRS inh | -0.5 | -1.3 | -0.2 | -0.5 | 0.9 | -0.5 | -0.3 | -0.4 | 0.1 | 0.4
NRP1-CendR mod | 2 | -5 | 0 | -15 | -7 | 0 | 2 | 5 | -2 | 10
SKN-1 block | 6 | -17 | 10 | -1 | 13 | 10 | 12 | 6 | 7 | -7
MT1-MMP act inh | -1 | 5 | -1 | 0 | -2 | -1 | 0 | 2 | -2 | 3
MsrA inh | -0.9 | 1.7 | -1.2 | 0.0 | -1.4 | 2.9 | -0.9 | 0.7 | 0.5 | 0.4

(21) COc1ccccc1C(=O)NC(CCSC)C(=O)NNC(=O)C(C)Oc1ccccc1F (stereo unspecified)
(22) C=C(Br)Cn1c(CC(C)C)nc2ccccc21
(23) COC(=O)c1sccc1-c1ccc(C(=O)Nc2cccc(Cl)c2)o1
(24) CC(C)=CCNc1ncnc2c1c(C#N)cn2C1OC(CO)C(O)C1O (stereo unspecified)
(25) C/C(=N\NC(=O)c1cc2c(s1)CCC(C)C2)c1ccc[nH]1 (stereo unspecified)
(26) CC(C)CNC(=O)COC(=O)c1ccc(Cl)c(S(=O)(=O)N2CCc3ccccc32)c1
(27) CN(C(=S)Nc1cccnc1)c1ccc(O)cc1
(28) O=C(NC(Cc1c[nH]c2ccccc12)C(=O)O)OCC1c2ccccc2-c2ccccc21 (stereo unspecified)
(29) COc1cccc(NC(=O)CSc2nncn2-c2ccccn2)c1
(30) Cc1cccc(C(=O)O/N=C(\N)Cc2cccc3ccccc23)c1

Compound | 21 | 22 | 23 | 24 | 25 | 26 | 27 | 28 | 29 | 30
eLon inh | -7 | -8 | 5 | -12 | -15 | -15 | 2 | 1 | -13 | -65
MLLE-PAM2 inh | 4 | 3 | 1 | -18 | -8 | -3 | 32 | -4 | -2 | -1
FAS TE block | -2 | -9 | 29 | -5 | -8 | 17 | -7 | 6 | -5 | -26
bovine MsrA act | -4 | -10 | -1 | 5 | -1 | -2 | -2 | -3 | -1 | -2
Tb MetRS inh | -0.3 | -0.7 | -0.1 | 0.5 | -0.4 | 0.0 | 0.6 | 0.5 | -0.3 | -0.2
NRP1-CendR mod | 6 | -14 | -11 | 26* | -30 | 3 | -5 | -11 | -20 | 4
SKN-1 block | -4 | -8 | 20 | 14 | 20 | -14 | 2 | -1 | -17 | 17
MT1-MMP act inh | -2 | -5 | 11 | -2 | -1 | -2 | 6 | 2 | 1 | 3
MsrA inh | -0.4 | -0.3 | 2.9 | 0.3 | 3.1 | 0.7 | 0.5 | -1.1 | -0.1 | /

(31) CCOc1cc(CNn2cnnc2SCC(=O)NC(C)(C)C)ccc1OCC(=O)NC(C)(C)C
(32) COc1ccc(NC(=O)Cn2nnc(-c3ccccc3)c2COc2ccc3ccccc3c2)cn1
(33) O=C(CSc1ccccc1)NCc1cccnc1
(34) Cc1nn(C)cc1S(=O)(=O)NCc1ccccc1Cl
(35) Cc1cc(Cl)ccc1OCC(=O)NN1C(=O)C2C3C=CC(C3)C2C1=O (stereo unspecified)
(36) COc1ccc(NC(=O)C[C@H]2C(=O)N(Cc3ccccc3)C[C@@H]2C)cc1
(37) COc1ccc(OC)c(NC(=O)c2cccc(S(=O)(=O)N(Cc3ccccc3)c3ccccc3OC)c2)c1
(38) CN(Cc1ccccc1)S(=O)(=O)c1ccc(Cl)c(C(=O)NCCCN2CCCC2=O)c1
(39) Cc1nn(CC(=O)NCc2cc3ccccc3[nH]2)c(C)c1[N+](=O)[O-]
(40) CN(C)S(=O)(=O)N1CCN(CC(=O)Nc2ccc(Br)cc2)CC1

Compound | 31 | 32 | 33 | 34 | 35 | 36 | 37 | 38 | 39 | 40
eLon inh | -2 | -3 | -3 | -1 | -3 | -2 | 0 | -5 | 7 | -4
MLLE-PAM2 inh | -7 | 5 | 22 | 3 | 0 | -17 | 12 | -6 | -1 | 4
FAS TE block | -3 | 18 | -12 | -3 | -3 | -8 | 48 | -4 | 16 | -2
bovine MsrA act | -1 | -2 | -7 | -2 | -4 | -3 | -9 | -3 | -2 | -1
Tb MetRS inh | -0.3 | -0.1 | -0.6 | -0.1 | 0.1 | -1.1 | -0.6 | 0.0 | 1.9 | 0.9
NRP1-CendR mod | -9 | 13 | -3 | 14 | 3 | -17 | 1 | -2 | 0 | 13
SKN-1 block | 5 | 9 | -3 | -12 | 0 | -3 | 4 | 4 | -1 | -4
MT1-MMP act inh | 6 | 3 | 0 | 0 | -1 | 1 | -4 | 0 | -5 | 0
MsrA inh | -0.1 | -0.2 | -0.4 | -0.6 | -0.1 | 3.2 | 0.8 | 1.0 | 0.2 | 0.9

(41) COc1ccc(S(=O)(=O)Nc2cccc(Cl)c2)cc1OC
(42) COc1ccc([N+](=O)[O-])cc1NC(=O)C(C)OC(=O)c1ccccn1 (stereo unspecified)
(43) O=C(CSc1nc(=O)n(CCCN2CCOCC2)c2c1CCC2)Nc1ccc([N+](=O)[O-])cc1
(44) CC1CCCN(S(=O)(=O)c2cccc(C(=O)OCC(=O)N(C)Cc3c(F)cccc3Cl)c2)C1 (stereo unspecified)
(45) CC(=O)Nc1ccc(S(=O)(=O)NCc2ccc3c(c2)cc(C)n3C)cc1
(46) Cc1nc(C)c2c(=O)cc(-c3ccccc3)[nH]c2n1
(47) CC12CCC(=O)N1C(C(=O)N1CCN(S(=O)(=O)c3ccc(F)c(F)c3)CC1)CS2 (stereo unspecified)
(48) CCN(CC)CCCN(C)C(=O)Cn1nc(Cc2ccncc2)c2ccccc2c1=O
(49) O=C(Nc1ccc(N2CCOCC2)cc1)C1CC(=O)N(c2ccc(F)cc2)C1 (stereo unspecified)
(50) COc1ccccc1C(=O)Nc1ccc(S(=O)(=O)Nc2nccs2)cc1
(51) COc1cc2c(cc1OC)C(COc1ccc([N+](=O)[O-])cc1)N(C(C)=O)CC2 (stereo unspecified)

Compound | 41 | 42 | 43 | 44 | 45 | 46 | 47 | 48 | 49 | 50 | 51
eLon inh | 5 | 5 | -2 | -9 | 49* | 8 | -2 | 3 | 1 | 4 | 1
MLLE-PAM2 inh | 6 | -8 | 1 | 0 | 50 | 3 | -2 | -4 | -10 | -1 | 5
FAS TE block | -5 | 3 | 11 | 34 | -2 | -4 | -8 | -7 | -3 | 0 | 5
bovine MsrA act | -1 | -3 | -4 | -2 | 0 | -4 | -4 | -4 | 0 | -1 | -4
Tb MetRS inh | 0.1 | 0.5 | -0.2 | -0.1 | 0.3 | 0.1 | -0.4 | -0.8 | -0.6 | 0.6 | -0.2
NRP1-CendR mod | -12 | 21 | 6 | 2 | 8 | -8 | 8 | 2 | -18 | -11 | 2
SKN-1 block | -27 | 6 | 14 | 4 | 50* | 13 | 19 | 4 | -2 | 13 | 5
MT1-MMP act inh | 6 | 1 | 3 | 7 | 47 | -7 | 3 | 0 | 0 | 0 | -2
MsrA inh | 0.3 | 1.1 | 4.0 | 0.5 | 1.6 | 2.0 | -1.2 | 0.3 | -0.3 | -0.8 | 1.1

Profiles from above. Order of values: eLon inh	MLLE-PAM2 inh	FAS TE block	bovine MsrA act	Tb MetRS inh	NRP1-CendR mod	SKN-1 block	MT1-MMP act inh	MsrA inh
Cc1cc(Cl)ccc1OCC(=O)NN1C(=O)C2C3C=CC(C3)C2C1=O (stereo unspecified) in the list: -3	0	-3	-4	0.1	3	0	-1	-0.1
COc1cccc(NC(=O)CSc2nncn2-c2ccccn2)c1 in the list: -13	-2	-5	-1	-0.3	-20	-17	1	-0.1
CC(C)N(C(=O)[C@H]1CC(CC(=O)NCc2cccc(C(F)(F)F)c2)C(=O)N2CCc3c([nH]c4ccccc34)[C@]12C)C(C)C (stereo partly specified) in the list: 0	7	23	1	-0.2	-5	10	-26	2.4
O=C(Nc1ccc(N2CCOCC2)cc1)C1CC(=O)N(c2ccc(F)cc2)C1 (stereo unspecified) in the list: 1	-10	-3	0	-0.6	-18	-2	0	-0.3

No enrichment for hits; overall some 4% were active at least once.
